# FUS yeast rescue: suppressors of FUS proteinopathy in yeast. AID 1347120. Potency, µM (top dose mostly 76.6 µM), inactives show at the highest dose growth rescue (activation), usual class: activators. S. cerevisiae FUS-expressing, growth rescue, OD600, 24 h. 390,000 tested, 0.24% active;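 further: potency means the concentration at half of the fitted maximal effect; plate controls were DMSO vehicle for no effect and reference control for full effect; nearly all actives have a fitted effect of over 55% in size; some results filed as inactive show a strong effect at the top dose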
#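 Steps: raffinose overnight preculture; dilution to OD 0.005 in 2% galactose minimal medium; compound addition (concentration series); 24hr at 30C, 99% humidity; absorbance read at 600 nm.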
# DRD3 agonist: agonists of human D3 dopamine receptor | 410,000 tested, 0.58% active | D3R DiscoveRx beta-arrestin cells, luminescence, 90 min | P35462 | max activation, % | AID 652048; in the data active means max activation above about 30%; further: 0% is about no effect; mostly tested at two doses, the higher about 12 µM
#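 Agonist-mode cell screen: cells plated at 1500/well and incubated overnight at 37 °C, then exposed to library compounds for 90 min at 37 °C. Detection reagent was added for 30–60 min at room temperature, and luminescence was read.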
# EPAC2 antag: blocks human EPAC2 exchange factor; Q8WZA2; EPAC2 GEF exchange of Rap1B-BODIPY-GDP, fluorescence; Potency, µM (top dose mostly 114 µM), for the others: at the highest dose activity, negative = inhibition, usual class: inhibitors; 360,000 tested, 0.18% active; AID 720708; further: potency means the concentration at half of the fitted maximal effect; on the % scale 0 is the no-effect control and ±100 the full control effect; nearly all actives have a fitted effect of over 45% in size; many of its hits are not listed in these tables
# Target sequence (Q8WZA2 whole entry, looked up): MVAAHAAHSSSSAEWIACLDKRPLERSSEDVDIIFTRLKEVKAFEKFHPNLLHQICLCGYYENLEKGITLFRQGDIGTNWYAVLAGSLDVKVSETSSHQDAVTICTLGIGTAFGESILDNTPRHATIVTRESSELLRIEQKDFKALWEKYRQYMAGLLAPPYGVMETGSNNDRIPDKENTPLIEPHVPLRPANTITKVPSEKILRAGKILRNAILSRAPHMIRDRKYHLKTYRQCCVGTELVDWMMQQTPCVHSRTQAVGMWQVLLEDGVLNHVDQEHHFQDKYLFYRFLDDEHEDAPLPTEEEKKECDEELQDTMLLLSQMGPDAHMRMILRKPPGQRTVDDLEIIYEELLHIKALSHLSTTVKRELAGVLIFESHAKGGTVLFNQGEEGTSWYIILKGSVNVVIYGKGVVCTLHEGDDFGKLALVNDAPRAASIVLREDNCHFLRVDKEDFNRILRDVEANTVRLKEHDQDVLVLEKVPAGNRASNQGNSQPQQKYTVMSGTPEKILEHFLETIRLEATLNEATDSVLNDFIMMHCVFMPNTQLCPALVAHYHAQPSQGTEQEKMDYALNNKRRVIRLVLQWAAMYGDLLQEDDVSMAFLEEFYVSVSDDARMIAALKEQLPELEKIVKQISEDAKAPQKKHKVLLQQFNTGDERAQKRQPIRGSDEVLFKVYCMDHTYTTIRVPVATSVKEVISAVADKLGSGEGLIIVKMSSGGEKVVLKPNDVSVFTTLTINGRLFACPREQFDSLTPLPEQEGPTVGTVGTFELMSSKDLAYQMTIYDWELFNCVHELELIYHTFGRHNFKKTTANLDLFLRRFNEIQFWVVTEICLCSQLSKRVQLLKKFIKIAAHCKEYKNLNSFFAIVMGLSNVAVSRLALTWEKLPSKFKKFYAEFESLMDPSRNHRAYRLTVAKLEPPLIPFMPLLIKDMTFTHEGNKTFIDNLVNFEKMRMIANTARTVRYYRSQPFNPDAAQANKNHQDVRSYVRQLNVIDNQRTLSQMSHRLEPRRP
# EPAC2 ag: agonists of human EPAC2 (RAPGEF4); AID 720711; Potency, µM (titrated, usually from 154 µM), inactives show at the highest dose activation, actives largely listed as activators; EPAC2 activation, biochemical qHTS; response scale: 100% = 6.5 mM cAMP response; 360,000 tested, 0.079% active; further: potency means the concentration at half of the fitted maximal effect; nearly all actives have a fitted effect of over 50% in size
#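 Fluorescence exchange assay: 100 nM EPAC2 with 250 nM RAP1B-BODIPY-GDP and 50 uM GDP; compounds tested as a concentration-titration series (qHTS). Loss of Rap1-bound BODIPY-GDP fluorescence read at 480/540 nm; data normalized to 6.5 mM cAMP.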
# Abeta rescue: compounds reversing amyloid beta toxicity in yeast. yeast expressing A-beta42, growth rescue, OD600, 48 h; response scale: 0% DMSO, 100% iron-clioquinol control. Potency, µM (series often up to 46.1 µM), for the others: top-dose growth rescue, most hits filed as activators. 410,000 tested, 0.063% active; further: potency means the concentration at half of the fitted maximal effect; nearly all actives have a fitted effect of over 55% in size
#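 Yeast A-beta toxicity model in growth medium with pinned compounds, 48 h at 30 C; growth read as absorbance at 600 nm. Normalized to FeCl3/clioquinol equimolar mix (positive) and DMSO (negative).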
# D3 antag: antagonists of human D3 dopamine receptor; P35462; D3R cells, DiscoveRx beta-arrestin luminescence, antagonist mode; stronger effect = lower value; max response, negative = inhibition, %; 360,000 tested, 2.5% active; in the data active means max response below about -50%; inconclusive means no clear call, values can overlap the other calls; further: on the % scale 0 is the no-effect control and ±100 the full control effect; mostly tested at two doses, the higher about 12 µM
#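 Cells expressing the human receptor were seeded at 1500 cells/well, incubated overnight at 37 degrees C in 5% CO2, then exposed to library compounds with dopamine controls for 90 minutes at 37 degrees C before luminescent detection.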
# aSyn yeast inh: inhibitors of alpha-synuclein toxicity in yeast | AID 652106 | 370,000 tested, 0.14% active | Potency, µM (highest dose often 46.1 µM), for inactives: top-dose growth rescue (activation), hits mostly activators | Yeast expressing alpha-synuclein, growth rescue, BacTiter-Glo, 24 h; further: potency means the concentration at half of the fitted maximal effect; % of control where 0% means no effect; nearly all actives have a fitted effect of over 65% in size
#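 Galactose-induced alpha-syn yeast (OD600=0.02, raffinose-pregrown) + pinned cpd, 24 hr, 30 deg C; growth by BacTiter-Glo luminescence. Growth restoration scores as activation.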
# TDP-43 yeast inh: rescues yeast growth from TDP-43 toxicity. TDP-43 expressing yeast growth rescue, BacTiter-Glo, 24 h. Potency, µM (highest dose often 46.1 µM), for the others: top-dose growth rescue (activation), most hits filed as activators. 410,000 tested, 1.8% active. AID 652104; further: potency means the concentration at half of the fitted maximal effect; % of control where 0% means no effect; nearly all actives have a fitted effect of over 50% in size
#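 In this qHTS, compounds that restore growth of yeast expressing TDP-43 appear as activators. Cells (OD600=0.02, galactose medium, raffinose-pregrown) are incubated with compound 24 hr at 30 deg C and growth is quantified by BacTiter-Glo.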
# Numbers without * were called inactive; ? = inconclusive; / = no result given; [ ] = dose if it differs, or a comment. Unless noted, the call rests on the fitted dose curve; in most records, active means well fitted curve in the direction sought with a large enough effect; inconclusive means small, poorly fitted or top-dose-only effect, or another doubt; inactive means no such curve, though single readings can be large; an effect the other way counts as inactive or inconclusive. An excerpt; rates above refer to the full screens.
1) C=CCN1C(=O)C(Cc2ccc(OC)cc2)S/C1=N/N=C/c1ccco1 (stereo unspecified)
2) CCCC(=O)NC(=S)Nc1ccc(S(=O)(=O)Nc2ccc(OCC)cc2)cc1
3) CN1C(=O)c2ccccc2C(C(=O)NCCCN2CCCC2=O)C1c1c[nH]c2ccccc12 (stereo unspecified)
4) O=C(Nc1ccc(-n2ccnc2P(=O)(O)c2ccccc2)cc1)c1ccccc1Br
5) CC(=O)Nc1cccc(NC(=O)C(=O)c2cn(CC(=O)N3CCCCC3)c3ccccc23)c1
6) CCC1CCCCN1C(=O)CSc1nc2c(c(=O)n1C)SC(C)C2 (stereo unspecified)
7) COC(=O)c1ccc(SCC(=O)NCc2ccccc2)c([N+](=O)[O-])c1
8) OC[C@H]1O[C@@H](c2nc3ccc(-c4nc(-c5ccc(Br)cc5)no4)cc3[nH]2)C[C@@H]1O
assay / compound	1	2	3	4	5	6	7	8
TDP-43 yeast inh	-14%	?	2%	5%	-16%	-3%	-1%	25%
D3 antag	14	0	6	-5	6	1	-22	0
EPAC2 antag	3%	-23%	-1%	-3%	-4%	4%	0%	1%
DRD3 agonist	1	-28	3	3	0	-5	2	-13
aSyn yeast inh	-10%	28%	-1%	-5%	2%	-27%	3%	-5%
Abeta rescue	8%	19%	23%[9.22 µM]	-10%	-10%	-10%	2%	-16%
EPAC2 ag	19%	14%	9%	14%	3%	-10%	8%	4%
FUS yeast rescue	38%	48%	-32%	/	?	17%	11%	29%

# Quoted from the listing.
# CC(=O)Nc1cccc(NC(=O)C(=O)c2cn(CC(=O)N3CCCCC3)c3ccccc23)c1 | EPAC2 antag = -4%
# CN1C(=O)c2ccccc2C(C(=O)NCCCN2CCCC2=O)C1c1c[nH]c2ccccc12 (stereo unspecified) | TDP-43 yeast inh = 2%
# CCC1CCCCN1C(=O)CSc1nc2c(c(=O)n1C)SC(C)C2 (stereo unspecified) | DRD3 agonist = -5

# (further entries)
9) C=C(Br)CN1CCN(CC(=C)Br)CC1
10) CN1CCN(C(=O)Cn2c(=O)oc3cc(S(=O)(=O)NCc4ccccc4)ccc32)CC1
11) CCOC(=O)Cc1csc(NC(=O)C2C3C=CC(C3)C2C(=O)O)n1 (stereo unspecified)
12) CCOC(=O)N1CCN(C(=O)COC(=O)C2CCN(S(=O)(=O)c3ccc(C)c(C)c3)CC2)CC1
13) Cc1ccc(-c2nn(CC(=O)NCc3ccccn3)c(=O)c3ccccc23)cc1S(=O)(=O)N(C)C
14) Cc1ccc(C(=O)NCc2n[nH]c(=S)n2-c2ccccc2)cc1[N+](=O)[O-]
15) Cc1cccn2cc(-c3cccc(S(=O)(=O)N4CCOCC4)c3)nc12
16) CC1CC(=O)N(CC(=O)NCc2ccccc2)c2ccccc2S1(=O)=O (stereo unspecified)
assay / compound	9	10	11	12	13	14	15	16
TDP-43 yeast inh	0%	1%	6%	-13%	-22%	2%	18%	6%
D3 antag	-19	-14	6	9	-7	8	-1	-15
EPAC2 antag	1%	-7%	17%	-29%	-11%	-4%	-5%	-9%
DRD3 agonist	3	-2	-3	0	-4	0	2	-1
aSyn yeast inh	-1%	-3%	-6%	15%	-2%	-9%	-6%	6%
Abeta rescue	15%	-21%	-9%	-9%	-10%	3%	-2%	1%
EPAC2 ag	-4%[15.6 µM]	16%	8%	-11%	12%	5%	-7%	9%
FUS yeast rescue	-27%	-13%	2%	9%	10%	19%	/	2%

17) COc1cccc(C(=O)Nc2nc3ccc(S(=O)(=O)N4CCCC4)cc3s2)c1
18) CC(C)C[C@H](NC(=O)[C@H]1N2C(=O)c3ccccc3C2SC1(C)C)C(=O)N[C@@H](Cc1ccccc1)C(=O)O (stereo partly specified)
19) COc1ccc(N2CCN(C(=O)c3cc4c(=O)n(Cc5cccnc5)ccc4nc3C)CC2)cc1
20) COc1ccccc1-c1noc(CSc2nc(N)cc(=O)[nH]2)n1
21) COc1ccc(S(=O)(=O)NCC2CCC(C(=O)NCc3ccc(F)cc3)CC2)cc1 (stereo unspecified)
22) Cc1ccccc1CCNCc1c(C(=O)O)c(C)n(Cc2c(F)cccc2Cl)c1C
23) O=C(Nc1ccc(OC(F)(F)F)cc1)c1[nH]ncc1[N+](=O)[O-]
24) COC(=O)C1=C(N)Oc2cc(C)[nH]c(=O)c2C1c1cccnc1 (stereo unspecified)
assay / compound	17	18	19	20	21	22	23	24
TDP-43 yeast inh	?	18%	13%	-17%	10%	-15%	-7%	-15%
D3 antag	/	14	/	6	4	/	-12	3
EPAC2 antag	/	1%	/	-1%	1%	/	-14%	-3%
DRD3 agonist	2	-18	-4	3	2	-13	3	-7
aSyn yeast inh	/	7%	/	-1%	-12%	/	-17%	-5%
Abeta rescue	14%	3%	-13%	-3%	-5%	8%	-18%	-8%
EPAC2 ag	/	-4%	/	17%	12%	/	9%	-1%
FUS yeast rescue	10%	-4%	8%	15%	-18%	17%	-36%	26%

# 3 compounds from above, arranged by number of heavy atoms, smallest number first.
17) COc1cccc(C(=O)Nc2nc3ccc(S(=O)(=O)N4CCCC4)cc3s2)c1
22) Cc1ccccc1CCNCc1c(C(=O)O)c(C)n(Cc2c(F)cccc2Cl)c1C
19) COc1ccc(N2CCN(C(=O)c3cc4c(=O)n(Cc5cccnc5)ccc4nc3C)CC2)cc1
assay / compound	17	22	19
TDP-43 yeast inh	?	-15%	13%
D3 antag	/	/	/
EPAC2 antag	/	/	/
DRD3 agonist	2	-13	-4
aSyn yeast inh	/	/	/
Abeta rescue	14%	8%	-13%
EPAC2 ag	/	/	/
FUS yeast rescue	10%	17%	8%

# Other results
25) COc1ccc2c(c1)c(=O)oc1cc(OCC(=O)N3CCCC(C)C3)ccc12 (stereo unspecified)
26) CCc1nnc(SCC(=O)NC2CC2)n1CC
27) CCOC(=O)C1=NN(c2ccccc2)C2C(=O)N(c3ccccc3OC)C(=O)C12 (stereo unspecified)
28) COc1ccc(CCn2c3c(c(=O)[nH]c2=O)C(NC(=O)c2ccc(C(C)(C)C)cc2)(C(F)(F)F)C(=O)N3)cc1OC (stereo unspecified)
29) CN(C)CCOCCOc1ccc(Cl)cc1Br
30) COc1ccccc1-c1cn[nH]c1-c1ccc(OCc2ccccc2F)cc1O
31) COC(=O)c1ccc2nc(-c3ccccc3)c(Cc3ccccc3OC)n2c1
32) O=C(NC1CCCCC1)c1ccc([N+](=O)[O-])cc1
assay / compound	25	26	27	28	29	30	31	32
TDP-43 yeast inh	25µM*	-15%	7%	16%	-20%	?	35µM*	-3%
D3 antag	-4	-11	-1	/	-76*	-9	-14	10
EPAC2 antag	20%	14%	-7%	/	11%	-9%	?	-7%
DRD3 agonist	12	3	-1	3	-19	10	-10	4
aSyn yeast inh	0%	-2%	4%	/	-3%	-36%[inhibitor]	-6%	5%
Abeta rescue	23%	4%	8%	-8%	-7%	-10%	-22%	3%
EPAC2 ag	-16%	10%	8%	/	0%	10%	7%	6%
FUS yeast rescue	6%	9%	27%	?	-12%	32%	35%	-14%

# Pulled one by one from the list above (four):
5) CC(=O)Nc1cccc(NC(=O)C(=O)c2cn(CC(=O)N3CCCCC3)c3ccccc23)c1
16) CC1CC(=O)N(CC(=O)NCc2ccccc2)c2ccccc2S1(=O)=O (stereo unspecified)
24) COC(=O)C1=C(N)Oc2cc(C)[nH]c(=O)c2C1c1cccnc1 (stereo unspecified)
15) Cc1cccn2cc(-c3cccc(S(=O)(=O)N4CCOCC4)c3)nc12
assay / compound	5	16	24	15
TDP-43 yeast inh	-16%	6%	-15%	18%
D3 antag	6	-15	3	-1
EPAC2 antag	-4%	-9%	-3%	-5%
DRD3 agonist	0	-1	-7	2
aSyn yeast inh	2%	6%	-5%	-6%
Abeta rescue	-10%	1%	-8%	-2%
EPAC2 ag	3%	9%	-1%	-7%
FUS yeast rescue	?	2%	26%	/

# New compounds follow.
33) CCOC(=O)c1nnc2c(-c3ccc(OC)cc3)c(C)nn2c1N
34) COc1ccc(C2c3[nH]c4ccccc4c3C[C@H]3C(=O)N(c4ccccc4C(=O)NCCN4CCOCC4)C(=O)N23)cc1 (stereo partly specified)
35) O=C(OCC(=O)c1ccccc1Cl)C1=NN(c2ccccc2)C(=O)CC1
36) COc1cc(NC(=O)c2cc(C(C)C)on2)cc(OC)c1OC
37) COc1cccc(NC(=O)CN(C)C(=O)c2c(C)nn(Cc3ccc(C)cc3)c2Cl)c1
38) CCOc1ccccc1OCCCOc1ccc(C)cc1Br
39) Cc1ccc(-n2nc3c(=O)n(CC(=O)NCc4cccs4)nc(C)c3c2C)cc1
40) CN1C(=S)SC(C)(C)C1N(O)C(=O)Nc1ccc(Cl)cc1 (stereo unspecified)
assay / compound	33	34	35	36	37	38	39	40
TDP-43 yeast inh	12%	10%	0%	?	10%	5%	-5%	-2%
D3 antag	/	-4	3	-8	6	46	-16	8
EPAC2 antag	/	8%	-2%	1%	1%	-1%	4%	-6%
DRD3 agonist	-3	8	-11	-10	4	-1	6	2
aSyn yeast inh	/	2%	-3%	-10%	5%	-2%	0%	1%
Abeta rescue	-16%	-1%	5%	-18%	-1%	4%	3%	11%
EPAC2 ag	/	-9%	4%	3%	0%	8%	-3%	-5%
FUS yeast rescue	3%	?	4%	-20%	12%	/	14%	-14%

41) Cc1cc(Cl)ccc1C(O)c1ncc(-c2cccc(F)c2)[nH]1 (stereo unspecified)
42) COc1ccc(C(=O)NCC(=O)OCc2ccc(Br)cc2)cc1
43) COc1ccccc1NC(=S)N1CCN(c2ccccn2)CC1
44) CCCCOc1ccc(C(=O)OCC(=O)Nc2cc(C)on2)cc1
45) CC(C)Cn1c(N)c(C(=O)CCl)c(=O)n(C)c1=O
46) CNc1nc2c(N)ncnc2n1[C@H]1O[C@@H](CO)[C@H](O)[C@@H]1O
47) Cc1ccc(/C=C/C(=O)N2CC(C)CC(C)C2)o1 (stereo unspecified)
48) Cc1ccc(Cl)cc1NC(=O)CCCn1c(=O)c2cccn2c2ccccc21
assay / compound	41	42	43	44	45	46	47	48
TDP-43 yeast inh	26%	-4%	14%	-2%	8%	-6%	25µM*	0%
D3 antag	15	1	?	1	61	1	?	/
EPAC2 antag	-7%	11%	9%	9%	8%	2%	1%	/
DRD3 agonist	6	0	1	3	11	-2	-21	-3
aSyn yeast inh	8%	5%	-1%	17%	2%	-8%	8%	/
Abeta rescue	-1%	-24%	11%	-7%	-4%	-6%	-45%[inhibitor]	-7%
EPAC2 ag	14%	1%	2%	-1%	3%	13%	0%	/
FUS yeast rescue	-24%	0%	/	-7%	-21%	-35%	18%	-3%

# High-throughput results (PubChem)
